# BoNT F protease: BoNT/F light chain protease inhibitors, primary screen, biochemical, flow cytometry, MLPCN library | inhibition, % at 10 µM | Multiplex microsphere protease cleavage assay | 0.22% of 360,000 active | Botulinum neurotoxin type F light chain protease (Clostridium botulinum) | AID 588497, 2011; in the data active = inhibition above about 35%, passing the limit was not always enough; inconclusive = no clear call, values can overlap the other calls; note: plate controls were buffer without enzyme for full effect and enzyme alone for no effect
# BioA inh: M. tuberculosis BioA enzyme inhibitors, primary screen, biochemical, plate reader, single point, HTS | purified M. tuberculosis BioA enzyme | inhibition, % at 9.99 µM | 7,8-diaminopelargonic acid synthase BioA (Mycobacterium tuberculosis) | 0.096% of 360,000 active; in the data active = inhibition above about 40%; inconclusive = no clear call, values can overlap the other calls
# BoNT A protease: BoNT/A light chain protease inhibitors, primary screen, biochemical, flow cytometry, MLPCN library; inhibition, % at 10 µM; multiplex microsphere protease substrate cleavage; 0.17% of 360,000 active; Botulinum neurotoxin type A light chain protease (Clostridium botulinum A str. ATCC 3502); in the data active = inhibition above about 30%; inconclusive = no clear call, values can overlap the other calls; note: plate controls were buffer without enzyme for full effect and enzyme alone for no effect
# FadD28 binding: inhibitors of FadD28 bisubstrate probe binding, primary screen, biochemical, fluorescence polarization, single point | inhibition, % at 12.5 µM | 0.22% of 360,000 active | Mycobacterium tuberculosis FadD28 fatty-acid-AMP ligase; in the data active = inhibition above about 8.5%, passing the limit was not always enough; inconclusive = no clear call, values can overlap the other calls
# FBA Mtb inh: Mtb FBA enzyme inhibitors, primary screen, biochemical, fluorescence, strain H37Rv; Fructose-bisphosphate aldolase (Mycobacterium tuberculosis (strain ATCC 25618 / H37Rv)), …; purified M. tuberculosis FBA, fluorescence read-out; inhibition, % at 1 µM; 2.3% of 360,000 active; in the data active = inhibition above about 27%;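 note: 0% = vehicle and 100% = reference inhibitor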
# Target sequence (P9WQA3 whole entry, looked up): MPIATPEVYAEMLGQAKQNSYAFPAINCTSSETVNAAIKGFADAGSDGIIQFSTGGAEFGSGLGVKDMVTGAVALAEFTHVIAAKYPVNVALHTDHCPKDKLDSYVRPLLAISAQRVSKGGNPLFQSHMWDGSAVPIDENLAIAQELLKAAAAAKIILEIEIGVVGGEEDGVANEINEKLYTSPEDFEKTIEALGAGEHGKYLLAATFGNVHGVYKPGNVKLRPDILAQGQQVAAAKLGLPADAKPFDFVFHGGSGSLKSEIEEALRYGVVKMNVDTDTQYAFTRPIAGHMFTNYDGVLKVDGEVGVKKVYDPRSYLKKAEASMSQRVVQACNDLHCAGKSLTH
# GDH-TPI counter: GDH-TPI coupling enzyme inhibitors, primary screen, artefact control for M. tuberculosis FBA inhibitor project, biochemical, absorbance, full deck; GDH-TPI coupled enzyme counterscreen, NADH absorbance; AID 588335, 2011; 1.2% of 360,000 active; inhibition, % at 4.8 µM;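 note: 0% = DMSO wells and 100% = wells lacking the enzyme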
# UGM FP inh: M. tuberculosis UGM enzyme inhibitors, primary screen, biochemical, fluorescence polarization, single point | UDP-galactopyranose mutase (Mycobacterium tuberculosis (strain ATCC 25618 / H37Rv)), … | purified UGM, fluorescence polarization probe displacement | inhibition, % at 10 µM | 0.06% of 320,000 active | AID 504406, 2011; in the data active = inhibition above about 10%, passing the limit was not always enough; inconclusive = no clear call, values can overlap the other calls
# Target sequence (P9WIQ1 whole entry, looked up): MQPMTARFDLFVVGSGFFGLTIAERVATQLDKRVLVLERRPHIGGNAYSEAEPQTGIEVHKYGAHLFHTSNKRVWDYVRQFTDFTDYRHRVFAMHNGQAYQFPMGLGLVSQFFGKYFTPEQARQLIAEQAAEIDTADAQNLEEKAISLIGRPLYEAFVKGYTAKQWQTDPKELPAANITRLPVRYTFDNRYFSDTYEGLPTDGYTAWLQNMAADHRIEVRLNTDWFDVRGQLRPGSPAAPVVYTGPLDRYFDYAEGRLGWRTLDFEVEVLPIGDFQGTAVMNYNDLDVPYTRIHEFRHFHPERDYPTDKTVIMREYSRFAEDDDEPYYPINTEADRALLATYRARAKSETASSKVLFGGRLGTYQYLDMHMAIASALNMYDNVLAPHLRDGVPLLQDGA
# PrPC TRFRET: inhibitors of human cell surface prion protein PrPC, primary screen, cell-based, TR-FRET; inhibition, % at 13.8 µM; Major prion protein (Homo sapiens), P04156; 0.43% of 370,000 active; TR-FRET read-out; AID 720596, 2013; in the data active = inhibition above about 24%; note: 0% = median of the test wells and 100% = reference compound wells
# CCHF vOTU inh: CCHFV vOTU protease inhibitors, primary screen, biochemical, Pep-AMC substrate, fluorescence; inhibition, % at 11.5 µM; 0.55% of 370,000 active; AID 651958, 2012; note: 0% = vehicle wells with enzyme and 100% = no enzyme wells
# * = called active by the depositor; ? = inconclusive; . = no result given; & = joins results of further samples. Cut-off read from the data, not from the text of the source, unless noted: active = inhibition above about 30%; inactive = the rest.
1. C(=C\c1ccco1)/C1=NN(c2ccccc2)C(c2ccco2)C1 (configuration not stated)
2. CCN(CC(=O)NCc1cccs1)C(=O)c1ccc(NS(=O)(=O)c2ccc(C(C)=O)cc2)cc1
3. Nc1cc(Nc2ccc(Br)cc2)nc(N)n1
4. COc1ccc(S(=O)(=O)N(C)CC(=O)NC2CCCC2)cc1OC
5. CCCCn1nnnc1C(c1ccccc1)N1CCN(c2ncc(C(F)(F)F)cc2Cl)CC1 (configuration not stated)
6. COc1ccc(C2=NNC(=O)C2(C)Br)cc1 (configuration not stated)
7. COc1ccc(S(=O)(=O)NCC2CCC(C(=O)NCc3ccco3)CC2)cc1 (configuration not stated)
8. CCc1ccccc1NC(=S)NCc1cccn1C
Screen / compound no.	1	2	3	4	5	6	7	8
BoNT F protease	-9	-5	-4	1	-3	7	-6	-5
BioA inh	.	.	.	-1.4	.	.	-0.5	-4.2
BoNT A protease	5.3	2.3	-1.4	1.3	0.3	0.2	0.1	-0.6
FadD28 binding	-0.5	-1.7	-0.8	-1.4	.	-4.6	-2.0	1.1
FBA Mtb inh	40*	-2	2	-2	.	-4	5	1
GDH-TPI counter	12	2	4	-7	.	-1	16	6
UGM FP inh	-3.5	.	5.5	0.6	.	.	-0.2	-0.1
PrPC TRFRET	.	-3	-2	-4	8	-10	5	0
CCHF vOTU inh	.	4	-6	15	14	22	4	-2

9. CCOC(=O)c1c(-c2ccc(-c3ccccc3)cc2)csc1NC(=O)CCN1CCOCC1
10. COc1ccccc1/C=C/C(=O)N1CCc2cc(OC)c(OC)cc2C1C (configuration not stated)
11. CN1CCN(S(=O)(=O)c2ccc(N(C)Cc3c(F)cccc3Cl)nc2)CC1
12. C[C@@H]1CN([C@@H](C)CO)C(=O)CCCn2nncc2CO[C@@H]1CN(C)C(=O)c1ccc2ccn(C)c2c1
13. O=C1NC(=S)N/C1=C/c1cccn1-c1ccc([N+](=O)[O-])cc1
14. O=C1c2ccccc2/C(=C\c2ccc(Br)s2)N1c1ccccc1
15. COc1cc(OC)cc(-c2nnc(SCc3ccc(C(=O)O)cc3)o2)c1
16. COC(=O)c1ccncc1C(=O)Nc1ccc(F)cc1
Screen / compound no.	9	10	11	12	13	14	15	16
BoNT F protease	3	?	.	1	9	0	-1	-7
BioA inh	-2.1	2.9	0.9	0.3&0.2&-2.1	.	-0.6	-0.8	.
BoNT A protease	0.2	3.8	.	-0.1	-1.2	1.8	-2.6	-0.3
FadD28 binding	-1.7	0.1	-0.8	-0.3	0.0	-9.4	-2.5	-0.8
FBA Mtb inh	0	1	2	4	-2	5	2	3
GDH-TPI counter	8	6	-1	7	11	2	3	2
UGM FP inh	0.5	-1.1	-1.0	.	3.7	0.4	-2.4	4.1
PrPC TRFRET	4	1	-1	-7	-38	2	8	.
CCHF vOTU inh	11	-4	-4	-10	2	1	-12	.

17. COc1cc2cc(CCCOC(=O)CCCC(=O)O)oc(=O)c2cc1OC
18. ClC1=CCC2CN(CCN3CCCCC3)CC2C1 (configuration not stated)
19. O=C(CNc1ccc(Br)cc1)c1ccccc1
20. S=C1NCCc2ccccc2C1c1ccccc1Cl (configuration not stated)
21. O=C(COC(=O)c1ccc(Br)cc1)Nc1ccccc1Br
22. Oc1ccccc1-c1csc(-c2ccccc2)n1
23. CCOC(=O)c1csc(-c2ccc(OC)c(OC)c2)n1
24. CCCn1c(SCC(=O)Nc2cccc(C)n2)nnc1-c1ccco1
Screen / compound no.	17	18	19	20	21	22	23	24
BoNT F protease	-1	-15	3	-12	1	-6	6	8
BioA inh	-1.1	-2.0	-1.1	6.9	.	-0.9	.	1.5
BoNT A protease	-0.4	0.0	0.4	-0.2	-1.3	0.8	0.9	0.2
FadD28 binding	-1.3	-1.8	-2.6	-3.0	-1.7	-2.4	-2.8	-2.0
FBA Mtb inh	0	-3	0	1	-1	1	-1	-3
GDH-TPI counter	11	-8	8	5	-1	4	7	-6
UGM FP inh	-0.8	-0.1	-0.7	0.7	-1.8	0.7	0.1	5.8
PrPC TRFRET	-2	1	7	-5	7	-5	-8	-5
CCHF vOTU inh	-2	8	-6	1	13	6	3	22

# Part of the list above in a different format.
No.	Molecule	BoNT F protease	BioA inh	BoNT A protease	FadD28 binding	FBA Mtb inh	GDH-TPI counter	UGM FP inh	PrPC TRFRET	CCHF vOTU inh
18	ClC1=CCC2CN(CCN3CCCCC3)CC2C1 (configuration not stated)	-15	-2.0	0.0	-1.8	-3	-8	-0.1	1	8
19	O=C(CNc1ccc(Br)cc1)c1ccccc1	3	-1.1	0.4	-2.6	0	8	-0.7	7	-6
20	S=C1NCCc2ccccc2C1c1ccccc1Cl (configuration not stated)	-12	6.9	-0.2	-3.0	1	5	0.7	-5	1
21	O=C(COC(=O)c1ccc(Br)cc1)Nc1ccccc1Br	1	.	-1.3	-1.7	-1	-1	-1.8	7	13

# (listing goes on)
25. CCOc1ccc(NC(=O)N(C2CCCC2)C2CCN(C(C)=O)CC2)cc1
26. O=C(Nc1ccc(S(=O)(=O)NC2=NCCCCC2)cc1)c1ccco1
27. COC(=O)c1ccc(OC(=O)c2cccnc2SC)cc1
28. CSc1ncccc1C(=O)OCc1ccccc1F
29. CCc1ccc(S(=O)(=O)N(C(=O)c2ccncc2)c2ccc(OC(=O)c3ccncc3)cc2)cc1
30. O=C(Nc1ccc(F)cc1)N1CCc2ccccc2C1
31. O=C(Cc1ccc(Cl)c(Cl)c1)OCC(=O)c1ccc[nH]1
32. CC(=O)c1c(OC(=O)c2ccco2)c2ccccc2n1C
Screen / compound no.	25	26	27	28	29	30	31	32
BoNT F protease	0	2	-4	2	-6	2	-15	2
BioA inh	.	.	.	.	18	.	2.1	1.1
BoNT A protease	-0.2	-0.3	2.2	-0.2	0.9	0.8	0.2	0.4
FadD28 binding	-2.2	-0.7	.	-2.6	-3.3	-0.1	-5.5	-2.3
FBA Mtb inh	-1	2	0	-1	-2	6	0	0
GDH-TPI counter	7	-1	-8	8	5	7	6	11
UGM FP inh	1.0	-0.7	-2.8	1.3	1.0	0.0	1.7	-1.4
PrPC TRFRET	-3	-8	-2	-20	6	-5	11	-4
CCHF vOTU inh	-2	1	7	15	-8	-17	0	-4

33. Oc1ccc2ccccc2c1N=Nc1ccccc1F
34. O=C(NC1CCSc2ccccc21)c1ccccc1Br (configuration not stated)
35. CCc1ccccc1NC(=O)C1COc2ccccc2O1 (configuration not stated)
36. CSc1nc(N)nc2c1ncn2CC(=O)Nc1ccc(C)c(C)c1
37. Cc1ccc(C)c(CN2CCCN(Cc3cc(C)ccc3C)S2(=O)=O)c1
38. Brc1ccc(/C=N/Nc2ccccn2)cc1
39. COCCCNc1nc2c(-c3cccc(C)c3)nnn2c2ccccc12
40. O=C(Cc1ccccc1Cl)NC1(O)C(=O)c2ccccc2C1=O
Screen / compound no.	33	34	35	36	37	38	39	40
BoNT F protease	-3	2	?	-11	-13	-6	-6	?
BioA inh	-0.9	0.1	-0.7	-0.5	-1.8	-0.2	-2.7	2.7
BoNT A protease	0.5	0.6	0.8	0.0	1.2	-1.1	-0.5	1.0
FadD28 binding	-0.7	0.5	-1.4	-3.3	1.5	-3.1	-1.5	-1.5
FBA Mtb inh	0	2	1	4	5	3	7	0
GDH-TPI counter	5	-11	0	8	-8	6	13	-9
UGM FP inh	2.8	0.7	0.1	1.6	0.4	0.6	1.5	-1.6
PrPC TRFRET	1	1	-2	5	-3	-3	-3	0
CCHF vOTU inh	0	12	-7	0	-9	10	1	16

41. Cc1ccsc1/C=N/NC(=O)c1ccc(Cn2cc(Br)cn2)o1
42. Cc1cc(C(=O)CN2C(=O)NC(c3ccccc3)(c3ccccc3)C2=O)c(C)n1Cc1ccco1
43. CC1CC(C)CN(CC(=O)NC(c2ccccc2)c2ccccc2)C1 (configuration not stated)
44. Fc1ccc(N2CCN(C(=S)NCC3CCCO3)CC2)cc1 (configuration not stated)
45. COCCN(C(=O)COC(=O)c1ccc2c(c1)OCO2)c1c(N)n(Cc2ccccc2)c(=O)[nH]c1=O
46. CC(C)Cn1c(N)c(C(=O)CCl)c(=O)n(C)c1=O
47. O=C1c2cccc3cccc(c23)C(=O)N1CCN1CCN(CC(O)COCc2ccc(Cl)cc2)CC1 (configuration not stated)
48. Cc1ccc(CCNS(=O)(=O)c2cc3c(cc2Cl)NC(=O)CO3)cc1
Screen / compound no.	41	42	43	44	45	46	47	48
BoNT F protease	-1	-12	4	-7	7	12	-11	-5
BioA inh	.	.	.	.	-1.7	1.7	.	-0.4
BoNT A protease	-0.8	-0.2	0.4	-0.2	0.1	0.0	-0.4	-1.0
FadD28 binding	-2.2	-0.2	-5.1	-2.6	0.5	-3.4	-3.3	-0.8
FBA Mtb inh	2	0	-5	1	5	1	3	-1
GDH-TPI counter	35*	3	-4	-2	12	-9	17	11
UGM FP inh	0.5	0.6	3.0	5.2	.	1.5	-1.4	2.6
PrPC TRFRET	-4	3	9	6	6	0	-22	-3
CCHF vOTU inh	19	0	23	-1	-10	4	17	2

49. CC(C)c1cccc(C(C)C)c1O
50. CCc1cccc(C)c1NC(=O)CCCC(=O)O
51. Cc1ccc(NC(=O)C2CCN(S(=O)(=O)c3cccnc3)CC2)cc1C
52. COc1cccc(C2c3[nH]c4ccccc4c3CCN2C(=O)c2ccccc2F)c1OC (configuration not stated)
53. N/C(=N\c1nc2ccccc2o1)NC(=O)c1ccccc1F
54. O=C(Nc1nnc(-c2ccco2)o1)c1ccc(Cl)cc1
55. Cc1ccc(OCC(=O)NNC(=S)NCc2ccccc2)cc1
56. CC(NC(=O)c1ccccc1)c1ccc(F)cc1 (configuration not stated)
Screen / compound no.	49	50	51	52	53	54	55	56
BoNT F protease	4	-1	2	-12	-16	-6	4	6
BioA inh	-0.2	2.2	-1.9	2.6	0.3	0.3	.	.
BoNT A protease	0.3	1.1	2.0	-3.3	-1.0	-1.1	-0.6	0.7
FadD28 binding	-3.4	-2.8	-1.8	-2.2	0.4	-3.0	-0.9	-3.5
FBA Mtb inh	-3	-14	2	2	1	-3	-3	-2
GDH-TPI counter	0	8	8	-6	8	23	2	4
UGM FP inh	-2.1	-1.7	-4.9	1.2	-0.2	0.7	1.7	-1.1
PrPC TRFRET	7	-6	-8	4	0	-4	-2	1
CCHF vOTU inh	0	4	17	2	9	13	-18	-7

57. COC(=O)C1=C(C)NC(=S)NC1c1ccc(-c2ccccc2C(=O)OC)o1 (configuration not stated)
58. CC(=O)Nc1cccc(OCC(O)Cn2c(C)nc3ccccc32)c1 (configuration not stated)
59. CC(C)n1nccc1NC(=O)Nc1ccccc1
60. CC1CC(C)(C)NCCNC(C)CC(C)(C)NCCN1 (configuration not stated)
61. O=C1CCC(C(=O)NCCCn2ccnc2)N1 (configuration not stated)
62. CSc1n[nH]c(NC(=O)c2c(-c3c(Cl)cccc3Cl)noc2C)n1
63. Cc1ccc2c(c1)C1CN(C)CCC1N2C(=S)Nc1ccc(Cl)cc1Cl (configuration not stated)
Screen / compound no.	57	58	59	60	61	62	63
BoNT F protease	-3	-12	4	2	-2	?	-6
BioA inh	.	1.4	-0.7	.	-3.1	.	.
BoNT A protease	0.2	2.2	1.4	-1.0	-0.4	?	-1.0
FadD28 binding	-4.8	-1.9	-3.3	-2.4	-2.0	-0.9	-2.6
FBA Mtb inh	2	4	1	0	-3	11	0
GDH-TPI counter	3	5	2	5	-3	0	2
UGM FP inh	-4.6	-0.4	-0.9	1.4	1.4	1.0	-0.7
PrPC TRFRET	7	1	-2	1	10	6	-4
CCHF vOTU inh	2	-6	6	-12	-12	-10	4
